UHRF1 MBD2 ctr: UHRF1 methylated DNA binding inhibitors, primary screen, counter-screen for MBD2 inhibitor project, biochemical, TR-FRET, human UHRF1, single concentration; inhibition, % at 4.4 µM; hit rate 0.75% among 370,000; UHRF1 binding to methylated oligo; in the data active means inhibition above about 21%;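 further: UHRF1 SRA domain binding a hemimethylated CpG hairpin DNA probe; 0% = median of test compound wells and 100% = reference inhibitor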
Target sequence (Q96T88 whole entry, looked up, the tested form may be a part): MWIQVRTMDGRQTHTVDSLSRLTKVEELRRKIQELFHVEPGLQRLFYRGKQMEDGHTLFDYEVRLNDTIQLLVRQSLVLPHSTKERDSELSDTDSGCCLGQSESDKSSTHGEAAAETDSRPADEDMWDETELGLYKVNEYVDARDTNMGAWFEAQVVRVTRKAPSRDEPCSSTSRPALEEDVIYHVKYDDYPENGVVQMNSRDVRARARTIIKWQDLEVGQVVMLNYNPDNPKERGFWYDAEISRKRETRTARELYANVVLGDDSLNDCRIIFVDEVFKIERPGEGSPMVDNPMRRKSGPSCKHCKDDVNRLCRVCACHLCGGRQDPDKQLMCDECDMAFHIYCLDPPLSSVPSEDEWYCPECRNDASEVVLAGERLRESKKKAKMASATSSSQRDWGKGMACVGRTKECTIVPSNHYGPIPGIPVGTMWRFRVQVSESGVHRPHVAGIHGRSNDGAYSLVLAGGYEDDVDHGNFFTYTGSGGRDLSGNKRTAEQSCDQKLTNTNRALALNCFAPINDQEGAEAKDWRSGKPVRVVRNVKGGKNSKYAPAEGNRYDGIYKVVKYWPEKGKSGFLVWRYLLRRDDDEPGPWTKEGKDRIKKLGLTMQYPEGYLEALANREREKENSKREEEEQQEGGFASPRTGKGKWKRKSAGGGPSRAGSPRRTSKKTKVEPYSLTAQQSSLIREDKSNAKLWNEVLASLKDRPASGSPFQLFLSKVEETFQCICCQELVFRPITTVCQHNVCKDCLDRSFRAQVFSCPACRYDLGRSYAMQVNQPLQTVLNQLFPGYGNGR
DDE Tn6 FP inh: inhibitors of Tn6 peptide binding to fibrin DD(E), primary screen, biochemical, fluorescence polarization, human fibrin, Tn6 probe. inhibition, % at 8.3 µM. hit rate 0.21% among 370,000. Fibrin DD(E) TRITC-Tn6 fluorescence polarization displacement. AID 720509, 2013;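 active means inhibition above a per-campaign cutoff: mean of compounds within control limits plus 3 SD, cut at about 15% in these data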;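 further: 0% = median of all compound wells on the plate and 100% = blocking peptide control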
ARFGAP1 inhibitor: inhibitors of rat ARFGAP1 GAP activity, primary screen, biochemical, fluorescence polarization, GDP tracer; ADP-ribosylation factor GTPase-activating protein 1 (Rattus norvegicus), Q62848; Arfgap1-stimulated ARF1 GTP hydrolysis, GDP FP detection; inhibition, % at 16.5 µM; hit rate 0.26% among 360,000; AID 651572, 2012;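 active means inhibition above a per-plate limit, mean inhibition of low control wells plus 3 SD, cut at about 25% in these data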;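 further: 0% = DMSO wells with enzyme and 100% = wells lacking Arfgap1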
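System: truncated rat Arfgap1 GAP domain / Medium: HEPES-based buffer, pH 7.5 / Also added: N-terminally truncated human ARF1-GTP substrate / Incubation: enzyme reaction 120 min at 25 °C after 20 min preincubation / Measured by: FP of antibody-bound GDP Alexa 633 tracer, ex 620/em 688 nm / Replicates: singlicate, each compound tested once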
PLCb3 inh: human PLC-beta3 inhibitors, primary screen, biochemical, fluorescence; Purified PLC-beta3, fluorogenic substrate; inhibition, % at 12.2 µM; hit rate 0.18% among 370,000; AID 720704, 2013; in the data active means inhibition above about 11%;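 further: 0% = median of compound wells on plate and 100% = full blocker control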
proKLK7 act: proKLK7 zymogen activators, primary screen, biochemical, fluorescence intensity; Kallikrein-7 (Homo sapiens), P49862; purified proKLK7, EDANS-DABCYL substrate fluorescence; 100% is mature enzyme control, 0% vehicle; activation, % at 7 µM; hit rate 0.9% among 370,000;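 active means activation above the mean of all tested compounds plus 3 SD, computed per campaign excluding outliers beyond control limits, cut at about 13% in these data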
Target sequence (P49862 whole entry, looked up): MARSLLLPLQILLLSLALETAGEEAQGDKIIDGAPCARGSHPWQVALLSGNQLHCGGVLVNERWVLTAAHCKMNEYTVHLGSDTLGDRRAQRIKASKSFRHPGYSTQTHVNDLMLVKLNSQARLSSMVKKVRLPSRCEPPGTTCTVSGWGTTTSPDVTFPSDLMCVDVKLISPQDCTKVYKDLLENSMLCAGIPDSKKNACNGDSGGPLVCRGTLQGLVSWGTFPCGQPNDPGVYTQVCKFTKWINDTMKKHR
ASAP1 GAP inh: inhibitors of human ASAP1 ArfGAP activity, primary screen, biochemical, fluorescence polarization. AID 624377, 2012. hit rate 0.19% among 360,000. ASAP1-stimulated ARF1 GTP hydrolysis, GDP FP detection. Arf-GAP with SH3 domain, ANK repeat and PH domain-containing protein 1 (Homo sapiens), …. inhibition, % at 16.5 µM; in the data active means inhibition above about 25%;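 further: 0% = vehicle with enzyme and substrate and 100% = no enzyme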
MBD2 inh: inhibitors of MBD2 binding to methylated DNA, primary screen, biochemical, TR-FRET, DNA-binding domain, human. hit rate 0.31% among 370,000. MBD2 binding to methylated oligonucleotide. Methyl-CpG-binding domain protein 2 (Homo sapiens), Q9UBB5. AID 686964, 2013. inhibition, % at 4.4 µM; in the data active means inhibition above about 13%
ADAM17 inh: ADAM17 inhibitors, primary screen, biochemical, QFRET. Disintegrin and metalloproteinase domain-containing protein 17 (Homo sapiens), P78536. recombinant ADAM17, EDANS/DABCYL FRET peptide cleavage. inhibition, % at 6.95 µM. hit rate 0.83% among 370,000;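 active means inhibition above the mean of compounds lying between control limits plus 3 SD, set per campaign, cut at about 8.5% in these data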;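 further: 0% = DMSO-only wells as the low control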
DDE Tn7 FP inh: inhibitors of Tn7 peptide binding to fibrin DD(E), primary screen, biochemical, fluorescence polarization, human fibrin, Tn7 probe; Fibrinogen beta chain (Homo sapiens), P02675; hit rate 0.13% among 370,000; inhibition, % at 8.3 µM; FP displacement of FITC-Tn7 peptide from fibrin DD(E); 0% = median of compound wells per plate;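 active means inhibition above the mean of compounds falling within the control limits plus 3 SD of them, cut at about 14% in these data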;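 further: 0% = plate median of compound wells and 100% = 10 µM Aha-Tn7 peptide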
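System: human fibrin DD(E); quantity: Fibrin-DD(E) at 2 µM final; also added: fluorescent Tn7 probe at 0.1 µM; compound dosing: single nominal test concentration of 8.3 µM per compound; schedule: 10 min preincubation, 3 h with tracer, room temperature; detection: fluorescence polarization of the labelled Tn7 tracer; repeats: one replicate per compound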
PLCg1 inh: PLC-gamma1 enzyme inhibitors, primary screen, biochemical, fluorescence, purified enzyme; fluorogenic substrate; AID 720700, 2013; hit rate 0.84% among 370,000; inhibition, % at 12.2 µM; in the data active means inhibition above about 9.5%
Numbers without * were called inactive; / = not tested or not shown; & = joins results of further samples. Rows were taken by chance; about 4.1% have a hit in one of these screens.

Screens in order: UHRF1 MBD2 ctr, ASAP1 GAP inh, ADAM17 inh, DDE Tn6 FP inh, DDE Tn7 FP inh, PLCb3 inh, proKLK7 act, MBD2 inh, PLCg1 inh, ARFGAP1 inhibitor
1: Cc1ccc(NC(=O)CN2C(=O)NC3(CCCC3)C2=O)cc1S(=O)(=O)N1CCCCC1
→ -0.9, -0.3, 2.5, -0.9, 0.5, -0.2, 0.3, -0.8, 2.1, 4.3
2: COc1ccc(-c2cn(-c3ccccc3)c3[n+]2CCS3)cc1
→ 1.2&6.3, 11.7&4.3, 0.6&-3.3, -0.9&-10.4, -3.4&-3.4, 3.0&4.4, -0.6&-0.9, -3.7&2.4, -0.7&-2.1, 6.7&15.0
3: Cc1ccc(NC(=S)N2CCCCC2)cc1C
→ 0.2, 1.2, -1.2, -2.5, -1.8, -2.9, -0.2, -1.4, -0.1, 1.5
4: CC(=O)Nc1ncc(Cc2cccc(Cl)c2)s1
→ -1.1, 14.9, -0.8, 2.2, 4.6, -1.2, 0.1, -3.6, -1.4, -2.7
5: Cc1cccc(NC(=O)OC2CC3CC2[C@H]2CCCCN2C3)c1 (stereo partly specified)
→ 0.4, /, -6.5, -1.6, 7.3, -2.5, -0.7, -1.9, -3.6, /
6: Cc1cc(C)cc(OCC(=O)Nc2ccc(N3CCN(C(=O)c4ccco4)CC3)cc2)c1
→ 1.8, 3.5, 1.7, -6.6, -3.5, 5.5, 0.2, 2.1, 1.6, -3.4
7: COc1cc2cc(C#N)c(SCC(=O)Nc3cc(C)on3)nc2cc1OC
→ 0.1, 2.7, -17.5, -2.9, -1.2, -29.8, 2.2, 1.6, -24.6, -0.2
8: COc1ccc(NC(=O)N[C@@H](CCSC)C(=O)O)cc1OC
→ -5.9, -5.3, -4.4, 1.0, 6.8, -9.0, 0.2, 1.6, 0.2, -18.9
9: CN(C(=O)CSc1ncnc2sc3c(c12)CCCC3)C1CCS(=O)(=O)C1 (stereo unspecified)
→ -0.6, 3.2, 0.5, -3.6, -8.1, 2.6, 0.2, -3.9, 1.9, -3.9
10: N#CC1=C(S)N(c2ccccc2)C(c2ccc(-c3cccc(Cl)c3)o2)NC1=O (stereo unspecified)
→ -0.3, -4.4, -1.6, 4.0, 0.0, -3.8, -0.1, 4.2, -0.8, 6.8
11: CC(C)(C)C(=O)c1cn(CC(=O)O)c2ccccc12
→ 1.0, -10.5, -0.1, 1.0, -8.6, -0.7, 0.2, -1.7, 2.6, 2.5
12: COc1cccc2c(=O)c3ccoc3n(C)c12
→ -2.0, 6.6, -176.1, -2.4, 0.8, -48.0, 1.7, 1.0, -37.3, 3.0
13: O=C(NCCCNC(=O)c1ccc(Cl)cc1Cl)c1ccco1
→ -0.6, -2.1, 1.3, 1.1, -4.0, 0.1, -0.1, -1.0, 2.9, -1.3
14: CCC(C)(C)NC(=O)C(C)OC(=O)c1nsc(Cl)c1Cl (stereo unspecified)
→ -0.2, -17.9, -4.7, 8.8, 1.4, -1.0, 0.0, -3.0, 2.7, 10.2
15: CCc1cccc(CC)c1NC(=O)Cn1c(-c2ccc(F)cc2)noc1=O
→ -0.8, 5.9, -1.4, 7.1, 5.5, -2.7, -0.1, 1.4, 0.3, 5.7
16: CCCCn1c(N)c(N(CC)C(=O)c2cc(S(=O)(=O)N3CCN(CC)CC3)ccc2Cl)c(=O)[nH]c1=O
→ 0.1, -1.5, -1.2, -0.2, 0.6, -2.1, 0.2, -4.7, -0.8, -8.4
17: Cc1ccc(S(=O)(=O)Nc2nonc2C)cc1
→ -0.4, 10.0, -5.7, -2.7, 2.9, -0.7, -0.6, 3.8, -1.4, 15.6
18: CC(C)c1ccc(C2/C(=C(/O)c3ccccc3)C(=O)C(=O)N2CCCN2CCOCC2)cc1 (stereo unspecified)
→ 1.5, 11.6, -2.8, 0.4, 3.1, -7.2, 0.7, 2.1, 0.5, -4.0
19: Cc1ccc(C(=O)NNC(=O)C2CCCN(c3ncccn3)C2)cc1 (stereo unspecified)
→ 0.8, 11.0, -7.2, 1.0, 1.3, -8.4, -0.2, -2.5, -3.9, 4.1
20: COc1cccc(CC(NC(C)=O)C(=O)NC2CCN(S(=O)(=O)c3ccc(NC(C)=O)cc3)CC2)c1OC (stereo unspecified)
→ 2.0, -0.3, -1.3, -9.2, 0.4, -1.7, 0.2, 0.8, -4.5, 13.9
21: C=C1CCN([C@@H](CC(C)C)C(=O)NCc2ccccc2)S(=O)(=O)c2ccccc21
→ -0.2, -7.5, 0.4, 0.2, 4.7, 0.0, -0.2, 1.6, 3.0, 4.9
22: COC(=O)CCCC1=CC2=CC(=O)C(C)(OC(=O)c3cccs3)C(=O)C2=CN1Cc1ccc2c(c1)OCO2 (stereo unspecified)
→ -3.0, 4.2, 1.1, -0.3, 8.0, -16.3, -0.3, -7.4, -11.6, -9.9
23: COc1ccc(/C=N/NC(=O)c2ccn[nH]2)cc1CN1CCOCC1
→ 2.1, 14.2, -0.8, -2.8, -10.9, -7.8, 0.7, -5.8, -1.4, -0.8
24: CCOC(=O)N1CCC(NC(=O)CCC(=O)N2CCOc3ccccc32)CC1
→ -1.7, -3.9, -0.1, -0.4, -1.8, 2.5, 1.1, -1.7, 2.1, 0.2
25: CC(C)CN1C(=O)[C@@]2(CC(=O)N(C)C2c2ccccc2)c2cc(-n3cc(-c4ccccc4)nn3)ccc21 (stereo partly specified)
→ -0.5, /, 2.4, -4.1, -5.1, 3.7, 0.0, 1.6, 1.1, /
26: COCCn1c(SCC(=O)Nc2ccc3c(c2)OCCO3)nnc1-c1c[nH]c2ccccc12
→ -0.5, 6.9, 2.1, -3.7, 3.6, 6.1, 0.2, 0.4, 1.9, 7.3
27: COc1ccc(NC(=O)C(CCSC)NC(N)=O)cc1NS(=O)(=O)c1ccc(F)cc1 (stereo unspecified)
→ -0.5, 4.4, -5.1, 6.2, 5.7, -4.2, -0.3, 3.8, -3.5, 8.2
28: Cc1ccc(S(=O)(=O)NNC(=O)c2ccccc2-n2cccc2)cc1
→ 0.2, 7.5, -6.1, 6.7, 0.8, -10.6, 0.3, 1.0, 0.0, 0.7
29: COc1ccc(-c2nc3cc(C)c(Br)c(C)n3c2Cc2ccc(C)cc2)cc1OC
→ 0.9, 4.5, 2.2, 2.1, -1.0, -5.4, 0.9, -1.8, -3.0, 11.0
30: CCOC(=O)CC1C(=O)NCCN1S(=O)(=O)c1ccc(NC(C)=O)cc1 (stereo unspecified)
→ -0.8, 8.2, 3.8, 3.6, 11.8, -3.2, -0.4, -4.4, 2.0, 12.6
31: CCCN(c1ccc(C(C)C)cc1)S(=O)(=O)c1c(C)noc1C
→ -0.7, -11.2, -5.6, 3.5, 4.3, 2.6, -0.2, -2.2, 0.8, -0.9
32: COc1cccc(/C=N/NC(=O)c2cc(C34CC5CC(CC(C5)C3)C4)[nH]n2)c1
→ -0.8, -1.5, -1.9, -0.6, 0.6, 0.8, 1.6, 4.5, -0.9, 5.7
33: O=C1CN(C(=O)COC(=O)c2ccccc2O)c2ccccc2N1
→ -0.8, -8.2, -2.6, -2.0, -3.0, 4.7, 0.9, -4.5, 0.4, 10.2
34: CCn1ncc(Cl)c1C(=O)NC(C)c1ccccc1 (stereo unspecified)
→ 5.2, 4.1, -3.5, -3.0, 4.6, -1.0, -0.1, 0.4, 1.3, 10.4
35: CC(C)c1ccc(NC(=S)N2CCCC2)cc1
→ -0.8, -0.9, -3.9, 4.9, 6.3, -5.8, 0.2, 2.5, -2.4, -9.5
36: COc1ccccc1/C=N/NC(=S)NCc1ccco1
→ -0.1, -8.2, -10.6, 5.6, -3.7, -13.7, 0.0, 5.2, -6.5, -7.6
37: CCCC1C(c2ccc(OC)cc2)C(C#N)(C#N)C2(C#N)CC1(N)NC2=O (stereo unspecified)
→ 0.8, -5.8, -0.9, 6.6, -0.2, -7.5, -0.4, 4.6, 0.6, -14.1
38: COC(=O)c1cc(=O)nc(NN=Cc2ccccc2)s1
→ -1.1, 1.0, 0.8, -5.2, 2.3, -7.2, -0.4, -4.2, -7.4, -11.4
39: Cn1c(SCC(=O)N2CCCc3ccccc32)nnc1-c1ccccc1
→ 0.0, -6.1, -4.2, 7.6, 9.0, 0.3, -0.1, -1.5, -0.3, -3.5
40: CCOC(=O)CSc1nc2c(sc(=S)n2-c2ccccc2)c(=O)n1-c1ccc(OC)cc1OC
→ 0.4, -1.8, -4.2, 1.8, 9.8, -3.9, 0.0, 0.8, 1.9, 0.4
41: O=C(c1ccc(-n2cncn2)c([N+](=O)[O-])c1)N1CCN(S(=O)(=O)c2cccc(F)c2)CC1
→ -0.1, -4.8, -2.3, 2.6, -7.3, -4.1, -0.1, 0.3, -1.4, 2.7
42: CCC(c1nnnn1-c1ccc2c(c1)OCCO2)N1CCN(c2cc(C)ccc2C)CC1 (stereo unspecified)
→ 5.4, -8.2, 4.2, -7.3, -0.5, -2.6, 0.8, 4.6, 6.9, 9.6
43: O=C(NC1CCCC1)c1ccc2c(c1)N(Cc1ccccc1)CCS2
→ -1.5, -10.4, -133.0, 1.4, 3.2, -180.5, -3.8, 0.0, -116.9, -3.3
44: CC1=CC(C)(C)[N+](C)(C)c2ccccc21
→ -1.5, 3.9, -0.6, 3.2, 6.7, 0.8, -0.4, -1.5, 0.1, 4.9
45: O=C(/C=C/c1ccc(Cl)cc1)N(Cc1cccs1)C1CCS(=O)(=O)C1 (stereo unspecified)
→ 2.6, 0.6, 2.4, 1.3, -6.1, -3.9, -0.5, -2.5, 4.6, 2.4

From PubChem
